Screens as filed in PubChem BioAssay.
KOR beta-arrestin-1: KOR antagonists, beta-arrestin recruitment, cell-based, luminescence, uHTS (AID 1778); Kappa-type opioid receptor (Homo sapiens); KOR beta-arrestin recruitment, luminescence, antagonist mode; higher % means a stronger effect; one-dose inhibition, % at 10 µM; IC50 in µM for titrated hits; hit rate 0.091% among 290,000; further: strong numbers were not always called active
GPR35 antagonists: GPR35 antagonists blocking zaprinast-driven arrestin recruitment, primary screen, imaging, U2OS, beta-arrestin-GFP, zaprinast agonist (AID 2058) | U2OS GPR35 beta-arrestin-GFP translocation imaging, zaprinast antagonism; higher % means a stronger effect | one-dose inhibition, % at 10 µM; IC50 in µM for titrated hits | hit rate 0.052% among 290,000 | G-protein coupled receptor 35 (Homo sapiens);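 active means inhibition of at least 50% with at least 30 cells and total cytoplasm GFP at most 10,000,000; inconclusive means under 30 cells or total GFP of 10,000,000 plus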
HEK293 NOD2/NF-kB: NOD2 signaling inhibitors, cell-based, luminescence, uHTS, HEK293 (AID 1566); hit rate 0.63% among 290,000; inhibition, % at 4 µM; hits with a dose series show EC50 in µM; HEK293 NOD2/NF-kB luciferase reporter, luminescence; higher % means a stronger effect; further: many of its hits are not listed in these tables
Myeloid diff MLP: induction of myeloid progenitor differentiation, primary screen, cell-based, flow cytometry, MLPCN library | calls only at 10 µM | hit rate 1% among 360,000 | ER-HoxA9 myeloid progenitors, lysozyme-GFP differentiation | AID 624256, 2012;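 active means normalized GFP-positive differentiation at or above the plate's own cutoff, the solvent-only control mean plus 3 SD; inconclusive means no clear call, values can overlap the other calls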;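 further: cells exposed to compound for four days before flow analysis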
HIV fusion peptide: inhibitors of HIV fusion peptide binding, primary screen, biochemical, uHTS, fluorescence dequenching (AID 1986); cell-free peptide binding, fluorescence dequenching, 30 min; higher % means a stronger effect; inhibition, % at 20 µM; hits with a dose series show IC50 in µM; hit rate 0.3% among 290,000; in the data active means inhibition mostly above about 52%, no sharp cut-off; inactive means mostly below about 76%; further: some results filed as inactive read as strong as hits
KOR beta-arrestin-2: KOR agonists, beta-arrestin recruitment, primary screen, cell-based, luminescence, uHTS (AID 1777); Kappa-type opioid receptor (Homo sapiens); KOR beta-arrestin recruitment, luminescence; higher % means a stronger effect; activation, % at 10 µM, or EC50 in µM where a hit was titrated; hit rate 0.02% among 280,000; in the data active means activation above about 50%, passing the limit was not always enough; further: a part of the inactive calls stands beside numbers as strong as those of hits
GPR55 beta-arrestin: GPR55 agonists via beta-arrestin recruitment, primary screen, imaging, U2OS cells, beta-arrestin-GFP redistribution (AID 1961); hit rate 0.048% among 290,000; U2OS GPR55 beta-arrestin-GFP redistribution imaging; higher % means a stronger effect; G-protein coupled receptor 55 (Homo sapiens); activation, % at 10 µM; hits with a dose series show EC50 in µM;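 active means activation above 40% with more than 50 cells counted in the well; inconclusive means wells holding fewer than 50 cells, flagged as toxic or sparse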;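 further: U2OS osteosarcoma cells stably expressing GPR55 and beta-arrestin-GFP; plate controls were DMSO negative control for no effect and LPI positive control for full effect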
NOD1 NF-kB reporter: NOD1 signaling inhibitors, primary screen, cell-based, luminescence, uHTS (AID 1578); NOD1-driven NF-kB luciferase reporter cells, luminescence; higher % means a stronger effect; inhibition, % at 4 µM; hits with a dose series show EC50 in µM; hit rate 1% among 290,000; in the data active means inhibition mostly above about 36%, no sharp cut-off; inactive means mostly below about 34%;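 further: HEK-293T reporter cells stimulated with the NOD1 agonist gamma-tri-DAP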
GPR55 antagonists: GPR55 antagonists blocking LPI-driven arrestin recruitment, primary screen, imaging, U2OS, beta-arrestin-GFP, LPI agonist (AID 2013); G-protein coupled receptor 55 (Homo sapiens); U2OS GPR55 beta-arrestin-GFP translocation imaging, LPI antagonism; higher % means a stronger effect; inhibition, % at 10 µM; hits with a dose series show IC50 in µM; hit rate 0.13% among 290,000;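 active means spots per cell inhibited over 60%, with over 100 cells counted and total cytoplasm intensity under 500,000; inconclusive means wells with under 100 cells, flagged as likely toxic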;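 further: U2OS cells stably carrying GPR55 and arrestin-GFP stimulated by 5 µM LPI near EC80; imaged beta-arrestin-GFP aggregate spots per cell after agonist stimulation; plate controls were LPI-stimulated DMSO wells for no effect and DMSO wells without LPI for full effect; some results filed as inactive read as strong as hits; confirmed hits need IC50 under 10 µM and bright autofluorescent wells are also inconclusive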
Myeloid diff MLP GFP+ MAC1+ %: recorded beside Myeloid diff MLP, whose call it bears; GFP+ MAC1+ double positive, %; measured here: differentiation confirmed by MAC1 staining
Numbers without * were called inactive; i = inactive; ? = inconclusive; nt = no result given; [ ] = remark or other dose. Unless noted, no stated cut-off is given here; in the data, active means inhibition above about 50%; inactive means the rest. A portion of the library; rates above refer to the full screens.

Order of results: KOR beta-arrestin-1 | GPR35 antagonists | HEK293 NOD2/NF-kB | Myeloid diff MLP | Myeloid diff MLP GFP+ MAC1+ % | HIV fusion peptide | KOR beta-arrestin-2 | GPR55 beta-arrestin | NOD1 NF-kB reporter | GPR55 antagonists
- CC1=C(C(=O)OC(C)C)C(C)C(C(=O)OC(C)C)=C(C)N1
    -2% | 12% | -6% | i | 4.5 | 1.6% | 5.1% | 0.3% | 0% | 1%
- CN(C)n1cnc2ccsc2c1=O
    -10%[20 µM] | -6% | 9% | i | 0.1 | 1.1% | 0.1% | -0.1% | -21% | 13%
- Cc1ccc(C(=O)N2CCN(c3ccc(C(F)(F)F)cn3)CC2)c(C)c1
    -25% | 0% | 25% | i | 0.6 | -2.1% | 15% | -0.1% | 32% | -9%
- O=C(O)c1ccc(CNC(=O)c2ccccc2NC(=O)c2ccc([N+](=O)[O-])cc2)cc1
    -30% | -1% | 10% | i | 0.4 | 5.3% | -3.0% | 0.0% | -26% | -1%
- CC(C)c1ccc(N2C(=O)C(Cl)=C(N3CCOCC3)C2=O)cc1
    -34% | -7% | 12% | ? | nt | 0.8% | -0.8% | -0.2% | -6% | -2%
- O=C(NNS(=O)(=O)c1ccc(F)cc1)c1ccccc1O
    8%[20 µM] | 10% | 7% | i | 0.7 | 0.6% | -4.2% | -0.2% | -13% | -4%
- CCC1CCCCN1C(=O)N[C@@H](CCSC)C(=O)OC (some centres undefined)
    -2% | 22% | 12% | i | 0.4 | 0.2% | 2.1% | 0.2% | 0% | -29%
- CCCS(=O)(=O)N1CCCC(C(=O)NCCCN2CCCC2=O)C1 (centres undefined)
    -8% | 8% | 5% | i | 0.7 | 0.3% | -0.9% | 0.0% | -4% | 1%
- CC(=O)N1CCN(Cc2nc3cc(Cl)ccc3c(=O)[nH]2)CC1
    6% | -2% | -8% | i | 0.4 | -1.1% | 1.3% | -0.3% | 30% | -11%
- O=C(NCc1ccccc1Cl)C1CCCN(S(=O)(=O)c2cnc[nH]2)C1 (centres undefined)
    30% | 7% | 2% | i | 2.3 | -2.0% | -11% | -0.1% | -5% | 6%
- O=S(=O)(NC1CCCC1)c1ccccc1Br
    0% | -10% | 10% | i | 0.8 | 0.1% | -0.4% | 0.0% | -9% | 6%
- COc1cc(NC(=S)NCCN2CCOCC2)cc(OC)c1
    nt | 9% | 16% | i | 1.4 | -0.8% | -2.8% | 0.8% | -12% | 1%
- CC1=C(C)CC(C(=O)NNC(=O)c2ccccc2)C(C(=O)O)C1 (centres undefined)
    0% | 13% | 16% | i | 0.3 | -2.3% | -0.7% | 0.0% | -3% | 7%
- Cc1cc(NC(=O)CSc2nc3c(cc2C#N)CCCCC3)no1
    -18%[20 µM] | 32% | -172% | i | 0.0 | -1.0% | nt | -0.1% | -70% | 16%
- Cn1c(Cc2ccccc2)nnc1SCC(=O)NC1CCCCC1
    18% | -3% | 13% | i | 1.2 | 1.7% | 0.5% | -0.1% | -1% | 8%
- CCCCNS(=O)(=O)c1ccc2nc(-c3cccs3)cc(C(=O)NCC(OC)OC)c2c1
    17% | -4% | 7% | nt | nt | 0.6% | -1.7% | -0.2% | -31% | 9%
- COc1ccc(-c2[nH]ncc2/C=C(/C#N)C(=O)NC2CCCCCC2)cc1
    13% | -9% | -1% | i | 0.9 | -2.0% | 1.4% | -0.1% | 16% | 8%
- Cc1ccc(NC(=O)[C@@H]2CCCN2S(=O)(=O)c2ccccc2F)cc1
    -1% | -10% | 2% | i | 0.8 | 1.5% | 1.1% | 0.0% | -4% | 10%
- OCC(Cc1ccccc1)Nc1c2ccccc2nc2ccccc12 (centres undefined)
    20% | 12% | -3% | i | 1.8 | 5.7% | 11% | -0.2% | -44% | 27%
- COC(=O)C1C(O)=C(C=Nc2ccc(N)cc2)C(=O)CC1(C)C (centres undefined)
    22% | -8% | 4% | i | 0.5 | 2.0% | 0.0% | 0.0% | 7% | 7%
- COc1ccc(C(=O)CSc2nnc(-c3cccs3)n2-c2ccccc2)cc1
    -17% | 3% | 32% | i | 0.8 | 1.1% | -2.8% | -0.1% | -8% | 0%
- Cc1noc(NS(=O)(=O)c2ccc(NC(=O)c3ccc(N4C(=O)c5ccccc5C4=O)cc3)cc2)c1C
    0% | -18% | 17% | i | 0.4 | 12% | -5.8% | -0.3% | -1% | 12%
- O=C(CN(Cc1ccccc1)S(=O)(=O)c1ccc(F)cc1)NCc1cccnc1
    -4% | -19% | 6% | i | 0.4 | 1.3% | -0.9% | 0.3% | -23% | 16%
- CN(C)/C=N/c1cc(=O)n(Cc2ccccc2)c(=O)n1C
    -14% | 6% | 14% | i | 1.9 | 2.2% | -0.2% | 0.2% | -19% | 12%
- O=[N+]([O-])c1ccccc1NCc1ccccc1Cl
    -42% | -9% | -8% | i | 0.3 | -2.4% | 5.7% | 0.0% | -2% | -2%
- Cc1cc(C)cc(NC(=O)C2CCCN2C(=O)Oc2ccccc2)c1 (centres undefined)
    -43% | -10% | 11% | i | 1.5 | 0.7% | -0.8% | -0.2% | 13% | 5%
- Cc1cc(C)n2nc(CC#N)c(C#N)c2n1
    1% | -4% | 13% | i | 0.1 | -1.4% | -2.5% | -0.3% | -13% | 5%
- O=C(Nc1ccccc1Cl)NC1(C(=O)NCCCN2CCOCC2)CCCCC1
    -6% | -6% | 3% | i | 0.3 | -1.4% | 1.0% | 0.6% | 2% | -21%
- COc1ccccc1Nc1nnc(SCC(=O)N2CCCC2=O)s1
    33% | 5% | 7% | i | 8.6 | -3.0% | -3.6% | 0.1% | -6% | 14%
- CN(C)c1ccc(/C=[N+](\[O-])C2N(c3ccccc3)C(=S)SC2(C)C)cc1 (centres undefined)
    11% | 6% | -6% | i | 1.0 | -0.8% | -2.8% | 0.3% | 10% | 3%

Some of the entries above in another layout.
mol	KOR beta-arrestin-1	GPR35 antagonists	HEK293 NOD2/NF-kB	Myeloid diff MLP	Myeloid diff MLP GFP+ MAC1+ %	HIV fusion peptide	KOR beta-arrestin-2	GPR55 beta-arrestin	NOD1 NF-kB reporter	GPR55 antagonists
O=S(=O)(NC1CCCC1)c1ccccc1Br	0%	-10%	10%	i	0.8	0.1%	-0.4%	0.0%	-9%	6%
COc1ccccc1Nc1nnc(SCC(=O)N2CCCC2=O)s1	33%	5%	7%	i	8.6	-3.0%	-3.6%	0.1%	-6%	14%

Carrying on:
Order of results: KOR beta-arrestin-1 | GPR35 antagonists | HEK293 NOD2/NF-kB | Myeloid diff MLP | Myeloid diff MLP GFP+ MAC1+ % | HIV fusion peptide | KOR beta-arrestin-2 | GPR55 beta-arrestin | NOD1 NF-kB reporter | GPR55 antagonists
- O=C(c1ccc(F)cc1)N(c1ccccn1)C1CCCCC1
    14% | 17% | -17% | i | 0.6 | -0.6% | -3.9% | -0.2% | 10% | 6%
- COC(=O)c1cc(=O)n(Cc2ccc(F)cc2)c(=NCc2ccc(F)cc2)s1
    4% | 11% | 2% | i | 0.4 | -1.4% | 0.6% | -0.5% | -30% | 8%
- CCOc1ccc(C(=O)NCc2ccccn2)cc1
    8% | 4% | 7% | i | 14 | -2.1% | 0.7% | 0.2% | -30% | 0%
- Fc1ccc2[nH]c3c(N4CCSCC4)ncnc3c2c1
    -18% | 2% | 31% | nt | nt | -0.9% | -0.9% | -0.1% | nt | 2%
- COc1ccc(CNC(=O)C2COc3ccccc3O2)cc1 (centres undefined)
    -11% | 1% | -27% | i | 0.6 | 2.5% | -1.3% | -0.4% | -37% | 8%
- CCN(CC)S(=O)(=O)c1cccc(NC(=O)/C=C/c2ccc([N+](=O)[O-])cc2)c1
    6% | -20% | 8% | i | 0.6 | 2.9% | -2.9% | 0.8% | -18% | 2%
- COc1ccc(C2=NOC(C(=O)Nc3cc(C)on3)C2)cc1 (centres undefined)
    6% | -15% | 6% | i | 2.4 | -1.9% | 4.8% | 0.4% | -7% | 17%
- CC(C)[C@@H]1NC(=O)c2cc([N+](=O)[O-])cc(I)c2NCCCC[C@@H](C(=O)NC(CC(=O)O)C(N)=O)NC(=O)[C@H](CO)NC1=O (some centres undefined)
    1% | -3% | 8% | nt | nt | 21% | -1.1% | -0.3% | -40% | 7%
- CCC(=O)Nc1ccc(NC(=O)c2ccco2)c(OC)c1
    6% | 6% | -30% | i | 0.2 | -0.2% | 0.7% | -0.1% | -23% | 0%
- CCOC(=O)C1=C2SCC(=O)N2C(N)=C(C#N)C1
    -11% | 5% | -3% | i | 1.4 | 2.3% | 2.4% | 0.3% | -25% | 10%
- CC(=O)N(C)c1ccc(NC(=O)/C=C/c2ccccc2Cl)cc1
    26% | -2% | -33% | i | 0.3 | -3.7% | -1.0% | -0.1% | -48% | 18%
- CCSc1nc(C)c(C)c(=O)[nH]1
    20% | 13% | 12% | i | 0.4 | -0.3% | -0.2% | 1.3% | 0% | 9%
- COc1ccc(Cn2nnnc2C(c2ccccc2)N2CCN(C3CCCC3)CC2)cc1 (centres undefined)
    -39% | 3% | -1% | i | 0.2 | -3.0% | -3.9% | 0.3% | 14% | 8%
- CC(C)N(C(=O)/C=C/c1cccc([N+](=O)[O-])c1)C(C)C
    -37%[20 µM] | 8% | 4% | i | 0.9 | -1.9% | 7.9% | 0.2% | 27% | 9%
- Cc1ccccc1C(=O)N1CCC(C(=O)Nc2ccc3c(c2)OCO3)CC1
    4% | 7% | 20% | i | 0.2 | -2.3% | 5.3% | 0.3% | -5% | 6%
- COC(=O)C1=C(C(=O)OC)[C@@H]2N(C)c3ccccc3[C@@]23C[C@@H](C(=O)OC)N(C(=O)COCc2ccccc2)C3=N1
    2% | 3% | 22% | i | 1.4 | -0.3% | 4.4% | -0.1% | 8% | 2%
- CC1=NN(c2ccccc2)C(=O)/C1=C\c1sccc1C
    -21% | 5% | -11% | i | 0.6 | -2.8% | 1.6% | 0.5% | 4% | -6%
- O=C(CCn1c(=O)c2ccccc2n(CC(=O)NCCC2=CCCCC2)c1=O)NCc1ccco1
    -3% | 1% | -7% | i | 1.1 | 0.2% | -2.4% | 0.9% | -17% | -5%
- O=C(CSc1nnc(-c2cccnc2)o1)Nc1ccccc1Br
    -9% | 22% | -17% | i | 0.3 | -2.3% | 1.0% | -0.1% | -20% | 1%
- COc1ccc(-c2c3c(=O)n(C)c(=O)n(C)c3cn2-c2ccccc2O)cc1
    -18% | -1% | 11% | i | 0.5 | 2.0% | 4.7% | -0.3% | -8% | -8%
- Cc1cccc(C(=O)Nc2nnc(-c3ccc(C(C)(C)C)cc3)s2)c1
    -50% | 8% | 2% | i | 0.4 | -2.9% | 4.3% | -0.1% | 1% | -6%
